Screening data as filed in PubChem BioAssay.
GPR7 antagonist: blocks human GPR7 receptor signaling; P48145; GPR7-expressing cells, fluorescence antagonist assay; inhibition, % at 4.4 µM; hit rate 1.1% among 290,000; in the data active = inhibition above about 16%, passing the limit was not always enough;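 also: cells stimulated with the agonist NPW; 0% = agonist with vehicle and 100% = vehicle without agonist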
PHOSPHO1 inh: PHOSPHO1 (human) inhibition; Q8TCT1; recombinant PHOSPHO1, absorbance phosphatase assay; inhibition, % at 13.3 µM; hit rate 1.1% among 290,000; in the data active = inhibition above about 60%
Target sequence (Q8TCT1 whole entry, looked up): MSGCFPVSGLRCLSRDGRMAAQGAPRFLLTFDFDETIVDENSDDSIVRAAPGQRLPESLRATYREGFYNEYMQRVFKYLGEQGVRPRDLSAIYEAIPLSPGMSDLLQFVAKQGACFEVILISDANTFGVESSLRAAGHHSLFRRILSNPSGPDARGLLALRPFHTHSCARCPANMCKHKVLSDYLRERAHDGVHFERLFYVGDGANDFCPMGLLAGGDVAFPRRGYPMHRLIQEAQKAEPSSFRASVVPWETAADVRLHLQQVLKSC
FID counter: displaces DNA intercalator in HCV helicase counter-screen; hit rate 0.17% among 290,000; inhibition, % at 7.9 µM; DNA fluorescent intercalator displacement, fluorescence; in the data active = inhibition above about 37%;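 also: 0% = vehicle and 100% = reference compound; higher means more ethidium bromide displaced from hairpin DNA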
OXTR agonist: activates the human oxytocin receptor; P30559; CHO-OTR cells, Fluo-8 calcium fluorescence; normalized: DMSO 0%, oxytocin 100%; activation, % at 3 µM; hit rate 0.32% among 320,000; AID 2435;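 active = activation above the mean of all tested compounds plus 3 SD, cutoff set per screening run, cut at about 20% in these data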;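 also: peak over basal fluorescence ratio from a 100 s FLIPR kinetic read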
Target sequence (P30559 whole entry, looked up): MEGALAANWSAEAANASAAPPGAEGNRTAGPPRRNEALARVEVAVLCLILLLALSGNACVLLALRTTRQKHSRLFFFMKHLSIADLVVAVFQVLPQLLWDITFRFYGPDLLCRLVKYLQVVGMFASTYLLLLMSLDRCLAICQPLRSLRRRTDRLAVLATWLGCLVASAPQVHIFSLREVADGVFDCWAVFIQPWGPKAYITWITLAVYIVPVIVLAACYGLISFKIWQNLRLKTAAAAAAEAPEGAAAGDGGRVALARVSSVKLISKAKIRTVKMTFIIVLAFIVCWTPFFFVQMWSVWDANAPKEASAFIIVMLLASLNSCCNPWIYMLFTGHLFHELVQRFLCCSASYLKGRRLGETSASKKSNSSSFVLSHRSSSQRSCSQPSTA
V1aR counter: counter-screen for oxytocin receptor agonists: human V1a receptor agonists; P37288; CHO-V1R cells, Fluo-8 calcium fluorescence, agonist mode; 0% DMSO, 100% 3 nM vasopressin; activation, % at 3 µM; hit rate 0.25% among 320,000; AID 2797;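 active = activation above the mean activation of all tested compounds plus 3 SD, per screening run, cut at about 20% in these data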;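 also: signal is peak over basal fluorescence ratio across a 100 second FLIPR read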
Target sequence (P37288 whole entry, looked up): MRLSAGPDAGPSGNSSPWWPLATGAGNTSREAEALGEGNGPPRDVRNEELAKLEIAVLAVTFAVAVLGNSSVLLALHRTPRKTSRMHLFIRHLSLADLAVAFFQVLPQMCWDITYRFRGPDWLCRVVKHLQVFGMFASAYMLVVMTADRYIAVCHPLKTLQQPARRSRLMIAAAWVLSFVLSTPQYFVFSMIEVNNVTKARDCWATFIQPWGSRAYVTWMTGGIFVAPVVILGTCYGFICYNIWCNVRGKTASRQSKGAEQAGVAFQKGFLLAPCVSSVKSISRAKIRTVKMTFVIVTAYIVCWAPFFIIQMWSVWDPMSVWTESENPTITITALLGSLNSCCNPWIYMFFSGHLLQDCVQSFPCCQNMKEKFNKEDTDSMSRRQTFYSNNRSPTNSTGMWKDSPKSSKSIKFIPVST
VIM-2 inh: blocks Pseudomonas aeruginosa VIM-2 metallo-beta-lactamase. purified VIM-2, nitrocefin hydrolysis, epi-absorbance fluorescence. inhibition, % at 5.6 µM. hit rate 0.89% among 290,000. AID 1527;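 active = inhibition above the mean of all tested compounds plus 3 SD, cutoff set per screening run, cut at about 7.5% in these data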;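 also: red hydrolysis product quenches plate fluorescence so inhibitors raise well fluorescence; 0% = enzyme with DMSO and 100% = DMSO without enzyme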
IMP-1 inh: blocks Pseudomonas aeruginosa IMP-1 metallo-beta-lactamase. purified IMP-1, nitrocefin hydrolysis, epi-absorbance fluorescence. inhibition, % at 5.6 µM. hit rate 0.45% among 290,000;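 active = inhibition above the mean plus 3 SD of all compounds in the same screening run, cut at about 4.5% in these data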;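 also: 0% = IMP-1 with DMSO and 100% = DMSO wells lacking enzyme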
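System: purified IMP-1; amount: IMP-1 0.2 nM before substrate addition; compound: single dose, 5.6 µM; times: 25 °C, 15 min preincubation, 25 min reaction; signal: Epi-absorbance via hydrolysed-nitrocefin quenching of white-plate fluorescence, 480/530 nm, EDTA stop; benchmarks: DMSO with and without IMP-1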
NS3 helicase inh: inhibitors of Hepatitis C virus NS3 helicase; NS3 helicase DNA unwinding, Cy5 molecular beacon fluorescence; inhibition, % at 10.9 µM; hit rate 0.56% among 290,000;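 active = inhibition above the mean of all tested compounds plus 3 SD, set per campaign, cut at about 35% in these data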;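 also: 0% = DMSO wells and 100% = thioflavine S control wells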
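Assay system – hepatitis C virus NS3 helicase domain fragment enzyme · Buffer or medium – MOPS pH 6.5, MgCl2, DTT, Tween20, BSA · Reagent – Cy5/quencher beacon DNA duplex and ATP to start · Compound – single 10.9 µM dose · Timing – 1 h at 25 °C · Technique – Cy5 beacon fluorescence read at start and 1 h · Measure – % inhibition of unwinding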
GalR3 antagonist: blocks the human galanin receptor 3; inhibition, % at 3 µM; HEK293 GalR3-CNG cAMP membrane potential fluorescence; galR3 body fused to GalR1 C-terminus; O60755; AID 651719; hit rate 0.44% among 360,000;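 active = inhibition above the screen-wide average plus 3 SD, cut at about 13% in these data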;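 also: forskolin and galanin both at EC90 stimulate the cells; cAMP rise reported by CNG channel membrane potential dye signal; 0% = forskolin plus galanin with DMSO and 100% = forskolin alone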
Active calls of the source: *.

How did CCOC(=O)c1c(-c2ccccc2)csc1NC(=O)/C(C#N)=C/c1ccc(O)c(OC)c1 do in these assays?
GPR7 antagonist: -5; PHOSPHO1 inh: 2; FID counter: -13; OXTR agonist: 2.4; V1aR counter: 1.0; VIM-2 inh: -1.6; IMP-1 inh: 1.0; NS3 helicase inh: 27; GalR3 antagonist: -6

Results for Cc1nn(-c2ccccc2)c(Cl)c1C(=O)Nc1ccc(N2CCOCC2)cc1 ?
GPR7 antagonist: -4; PHOSPHO1 inh: 53; FID counter: -18; OXTR agonist: -0.9; V1aR counter: 0.1; VIM-2 inh: -2.0; IMP-1 inh: -2.0; NS3 helicase inh: 2; GalR3 antagonist: -5

What do the screens show for `COc1ccc(-n2ncc(C(C)NS(=O)(=O)c3ccc(C(C)=O)cc3)c2C)cc1` (stereo unspecified)?
GPR7 antagonist: -19; PHOSPHO1 inh: 32; FID counter: -22; OXTR agonist: 0.4; V1aR counter: 0.6; VIM-2 inh: -0.7; IMP-1 inh: -1.4; NS3 helicase inh: -1; GalR3 antagonist: 2

How did CN1/C(=C/C(=S)NC(=O)C2(C)CC2(Cl)Cl)C(C)(C)c2ccccc21 (stereo unspecified) do in these assays?
GPR7 antagonist: -16; PHOSPHO1 inh: 6; FID counter: -14; OXTR agonist: -3.2; V1aR counter: 0.2; VIM-2 inh: -5.0; IMP-1 inh: -3.1; NS3 helicase inh: 2; GalR3 antagonist: -6

How did Cc1ccc2[nH]c(=O)c(CN(CCN3CCOCC3)C(=O)Nc3ccc(F)cc3)cc2c1 do in these assays?
GPR7 antagonist: -2; PHOSPHO1 inh: 16; FID counter: -10; OXTR agonist: -1.9; V1aR counter: -0.1; VIM-2 inh: -1.6; IMP-1 inh: -5.4; NS3 helicase inh: -9; GalR3 antagonist: 0

How did CCOc1cc(/C=N/Nc2cccc(C(=O)O)c2)ccc1OC(=O)c1ccccc1 do in these assays?
GPR7 antagonist: -7; PHOSPHO1 inh: 8; FID counter: -32; VIM-2 inh: -1.0; IMP-1 inh: -2.3; NS3 helicase inh: 12; GalR3 antagonist: -4

How did O=C(/C=C/c1ccccc1)NCC1(c2ccccc2)CCOCC1 do in these assays?
GPR7 antagonist: -4; PHOSPHO1 inh: -10; FID counter: -23; OXTR agonist: -1.9; V1aR counter: -0.8; VIM-2 inh: -2.2; IMP-1 inh: -2.5; NS3 helicase inh: 5; GalR3 antagonist: 6

What do the screens show for `Cc1ccc(Cn2ccc(NC(=O)c3cc(-c4ccccc4)on3)n2)cc1`?
GPR7 antagonist: -9; PHOSPHO1 inh: -53; FID counter: 0; OXTR agonist: 0.9; V1aR counter: 2.5; VIM-2 inh: -3.8; IMP-1 inh: -3.2; NS3 helicase inh: -1; GalR3 antagonist: -6

How did CCOC(=O)c1sc(NC(=O)c2ccccc2C(=O)O)c(C(=O)OCC)c1C do in these assays?
GPR7 antagonist: -11; PHOSPHO1 inh: 1; FID counter: -24; OXTR agonist: -1.0; V1aR counter: -0.4; VIM-2 inh: -4.6; IMP-1 inh: -4.0; NS3 helicase inh: 26; GalR3 antagonist: 6

Results for CCCCn1c(-c2cccs2)nc2nc3ccccc3nc21 ?
GPR7 antagonist: -4; PHOSPHO1 inh: 27; FID counter: -1; OXTR agonist: -2.1; V1aR counter: -1.4; VIM-2 inh: -0.6; IMP-1 inh: 1.5; NS3 helicase inh: 18; GalR3 antagonist: -3

Structural class, those above with a Cl atom (2)
Results for Cc1nn(-c2ccccc2)c(Cl)c1C(=O)Nc1ccc(N2CCOCC2)cc1 ?
GPR7 antagonist: -4; PHOSPHO1 inh: 53; FID counter: -18; OXTR agonist: -0.9; V1aR counter: 0.1; VIM-2 inh: -2.0; IMP-1 inh: -2.0; NS3 helicase inh: 2; GalR3 antagonist: -5

How did CN1/C(=C/C(=S)NC(=O)C2(C)CC2(Cl)Cl)C(C)(C)c2ccccc21 (stereo unspecified) do in these assays?
GPR7 antagonist: -16; PHOSPHO1 inh: 6; FID counter: -14; OXTR agonist: -3.2; V1aR counter: 0.2; VIM-2 inh: -5.0; IMP-1 inh: -3.1; NS3 helicase inh: 2; GalR3 antagonist: -6

Next section:
Results for S=c1[nH]nc(-c2ccccc2Cl)n1/N=C/C=C/c1ccco1 ?
GPR7 antagonist: -13; PHOSPHO1 inh: 29; FID counter: -20; OXTR agonist: -1.8; V1aR counter: -0.7; VIM-2 inh: 0.2; IMP-1 inh: -1.2; NS3 helicase inh: 36; GalR3 antagonist: -5

How did COc1ccc(CCNC(=O)CN2C(=O)c3ccccc3S2(=O)=O)cc1OC do in these assays?
GPR7 antagonist: 3; PHOSPHO1 inh: -10; FID counter: -5; OXTR agonist: -0.5; V1aR counter: 1.0; VIM-2 inh: -1.2; IMP-1 inh: -2.6; NS3 helicase inh: 2; GalR3 antagonist: 1

What do the screens show for `Cc1ccc(CN2CCN(CC(=O)N3CCC(C(N)=O)CC3)C2=O)cc1`?
GPR7 antagonist: -2; FID counter: -3; OXTR agonist: 0.3; V1aR counter: -0.1; VIM-2 inh: -0.6; IMP-1 inh: -2.9; NS3 helicase inh: -8; GalR3 antagonist: 0

How did COc1ccc(CNC(=O)COc2ccc(S(=O)(=O)N3CCCCC3)cc2)cc1 do in these assays?
GPR7 antagonist: -4; PHOSPHO1 inh: 48; FID counter: -36; OXTR agonist: 1.0; V1aR counter: 0.5; VIM-2 inh: -3.3; IMP-1 inh: -2.5; NS3 helicase inh: 7; GalR3 antagonist: -1

What do the screens show for `O=C(N/N=C/c1ccc(Cl)c([N+](=O)[O-])c1)c1cc(-c2ccc3c4c(cccc24)CC3)n[nH]1`?
GPR7 antagonist: -12; PHOSPHO1 inh: 25; FID counter: -6; OXTR agonist: -0.5; V1aR counter: -0.4; VIM-2 inh: -1.7; IMP-1 inh: -3.5; NS3 helicase inh: -6; GalR3 antagonist: -1

Results for CC1CN(c2nc3c(c(=O)n(Cc4ccc(Cl)c(Cl)c4)c(=O)n3C)n2C)CC(C)O1 (stereo unspecified) ?
GPR7 antagonist: -8; PHOSPHO1 inh: -31; FID counter: -32; OXTR agonist: 2.1; V1aR counter: 2.8; VIM-2 inh: -4.9; IMP-1 inh: -4.0; NS3 helicase inh: -25; GalR3 antagonist: -3

Results for CCCOc1ccc(N/C=C/C(=O)c2ccc(OC)c(OC)c2)cc1 ?
GPR7 antagonist: -10; PHOSPHO1 inh: 24; FID counter: -14; OXTR agonist: -1.0; V1aR counter: 1.0; VIM-2 inh: -1.8; IMP-1 inh: -3.8; NS3 helicase inh: -6; GalR3 antagonist: -8

How did O=C(N/N=C/c1ccco1)c1ccccc1OCc1ccccc1Cl do in these assays?
GPR7 antagonist: -2; PHOSPHO1 inh: 5; FID counter: -28; OXTR agonist: -2.1; V1aR counter: 1.4; VIM-2 inh: -3.0; IMP-1 inh: -4.1; NS3 helicase inh: -1; GalR3 antagonist: -5

Results for CC1CN(C(=O)CCC(=O)NC(C)c2ccccc2)c2cc(Cl)ccc2O1 (stereo unspecified) ?
GPR7 antagonist: 6; PHOSPHO1 inh: 18; FID counter: -30; OXTR agonist: -2.6; V1aR counter: -0.1; VIM-2 inh: 0.7; IMP-1 inh: 0.3; NS3 helicase inh: 10

How did Nc1nc(-c2ccc(Br)cc2)cs1 do in these assays?
GPR7 antagonist: 11; PHOSPHO1 inh: 34; FID counter: 0; OXTR agonist: -1.2; V1aR counter: -0.7; VIM-2 inh: -4.1; IMP-1 inh: -4.2; NS3 helicase inh: 1; GalR3 antagonist: -3

How did CC(C)(C)C1CCC(=NNC(=O)c2ccccc2-n2cccc2)CC1 (stereo unspecified) do in these assays?
GPR7 antagonist: -4; PHOSPHO1 inh: -46; FID counter: -6; OXTR agonist: -1.1; V1aR counter: 1.0; VIM-2 inh: -1.9; IMP-1 inh: -2.8; NS3 helicase inh: -5; GalR3 antagonist: -3

Results for O=c1c2ccccc2c(=O)n2n1Cc1ccccc1C2 ?
GPR7 antagonist: -9; PHOSPHO1 inh: -7; FID counter: -6; OXTR agonist: -1.1; V1aR counter: -0.5; VIM-2 inh: 0.7; IMP-1 inh: -0.1; NS3 helicase inh: -1; GalR3 antagonist: -8

Results for COC(=O)C1=C(C(=O)OC)[C@@H]2Nc3ccccc3[C@@]23C[C@@H](C(=O)OC)N(C(C)=O)C3=N1 ?
PHOSPHO1 inh: 22; OXTR agonist: 0.0; V1aR counter: 0.4; GalR3 antagonist: -2

Results for COc1ccc([N+](=O)[O-])cc1/C=N/NC(=O)CNC(=O)C(c1ccccc1)c1ccccc1 ?
GPR7 antagonist: -11; PHOSPHO1 inh: 0; FID counter: -7; OXTR agonist: -0.1; V1aR counter: 0.8; VIM-2 inh: -1.6; IMP-1 inh: -2.5; NS3 helicase inh: 8; GalR3 antagonist: -12

Results for Cc1c(/C=N/NC(N)=O)c2ccccn2c1C(=O)c1ccncc1 ?
GPR7 antagonist: -16; PHOSPHO1 inh: 1; FID counter: -5; OXTR agonist: -0.4; V1aR counter: -0.8; VIM-2 inh: 1.4; IMP-1 inh: -2.9; NS3 helicase inh: -6; GalR3 antagonist: 11

How did CCOC(=O)N1CCN(S(=O)(=O)N2CCCC(C(=O)NC(C)c3ccccc3)C2)CC1 (stereo unspecified) do in these assays?
GPR7 antagonist: -7; PHOSPHO1 inh: 10; FID counter: -33; OXTR agonist: 2.5; V1aR counter: 1.8; VIM-2 inh: -0.4; IMP-1 inh: -2.2; NS3 helicase inh: -2; GalR3 antagonist: -5

How did CN(c1ccccc1)S(=O)(=O)c1cccc(NC(=O)Nc2ccc(Cl)cc2C#N)c1 do in these assays?
GPR7 antagonist: -13; PHOSPHO1 inh: 1; FID counter: -7; OXTR agonist: 0.5; V1aR counter: 2.7; VIM-2 inh: -0.3; IMP-1 inh: -0.5; NS3 helicase inh: 2; GalR3 antagonist: 0

How did COc1ccc(C(=O)CCC(=O)Nc2cccnc2)cc1 do in these assays?
GPR7 antagonist: -9; PHOSPHO1 inh: 32; FID counter: 1; OXTR agonist: 1.0; V1aR counter: 1.4; VIM-2 inh: 0.1; IMP-1 inh: 0.0; NS3 helicase inh: 7; GalR3 antagonist: 8

What do the screens show for `CC(=O)N(c1cccc(Br)c1)c1nc(C)cc(C)c1C#N`?
GPR7 antagonist: -10; PHOSPHO1 inh: 28; FID counter: -18; OXTR agonist: -0.6; V1aR counter: -0.8; VIM-2 inh: -2.3; IMP-1 inh: -1.9; NS3 helicase inh: -14; GalR3 antagonist: 0

Results for Cn1c(SCC(=O)NCCc2ccccc2)nc2c([nH]c3ccccc32)c1=O ?
GPR7 antagonist: -11; PHOSPHO1 inh: -45; FID counter: -5; OXTR agonist: -2.3; V1aR counter: -1.2; VIM-2 inh: -1.9; IMP-1 inh: -2.5; NS3 helicase inh: 3; GalR3 antagonist: -8

How did O=C(Cn1cnc2ccccc2c1=O)Nc1cccc(-c2nnc3n2CCCCC3)c1 do in these assays?
GPR7 antagonist: 9; PHOSPHO1 inh: -1; FID counter: -18; OXTR agonist: -0.8; V1aR counter: -0.1; VIM-2 inh: -0.2; IMP-1 inh: -3.1; NS3 helicase inh: -12; GalR3 antagonist: 3
